TrxR1 inh: rat TrxR1 inhibition; O89049; recombinant rTrxR1, NADPH fluorescence consumption, selenite substrate; Potency, µM (titrated, usually from 114 µM), for inactives: at the top dose activity change, negative = inhibition, most hits filed as inhibitors; 1% of 390,000 active; AID 588453; also: potency is read from the fitted curve at half-maximal effect; % is scaled to controls: 0 for no effect and ±100 for the full control effect; nearly all actives have a fitted effect of over 65% in size
Target sequence (O89049 whole entry, looked up): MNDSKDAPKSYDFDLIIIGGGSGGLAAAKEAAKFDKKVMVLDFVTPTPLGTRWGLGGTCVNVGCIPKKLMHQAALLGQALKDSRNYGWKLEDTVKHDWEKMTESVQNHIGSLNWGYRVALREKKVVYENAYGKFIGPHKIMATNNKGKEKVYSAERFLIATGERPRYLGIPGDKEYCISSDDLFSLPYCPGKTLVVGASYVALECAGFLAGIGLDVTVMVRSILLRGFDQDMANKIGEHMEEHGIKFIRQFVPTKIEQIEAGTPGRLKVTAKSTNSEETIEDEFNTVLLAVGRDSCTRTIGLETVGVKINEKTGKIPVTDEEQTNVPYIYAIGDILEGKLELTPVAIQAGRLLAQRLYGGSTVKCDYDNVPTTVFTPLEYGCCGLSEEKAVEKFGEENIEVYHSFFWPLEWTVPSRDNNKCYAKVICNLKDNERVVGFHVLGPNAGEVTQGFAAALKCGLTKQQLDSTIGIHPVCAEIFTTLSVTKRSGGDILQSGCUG
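Rat TrxR1 (90 nM in the dispensed reagent) was pre-reduced with 400 uM NADPH for 5 min at room temperature, then incubated with compound for 15 min. After 400 uM selenite was added, NADPH fluorescence (Ex 340/Em 450 nm) was followed for 8 min.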
USP1 inh: USP1/UAF1 (human) deubiquitinase inhibition; O94782; recombinant USP1/UAF1, Ub-Rhodamine cleavage fluorescence; Potency, µM (titrated, usually from 57.1 µM), for the others: top-dose activity change, negative = inhibition, hits mostly inhibitors; 0.23% of 390,000 active; AID 743255; also: potency is read from the fitted curve at half-maximal effect; % is scaled to controls: 0 for no effect and ±100 for the full control effect; nearly all actives have a fitted effect of over 60% in size; inactives centre near -12
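High-throughput fluorogenic screen: 1nM USP1/UAF1 complex, Ub-Rho substrate 150nM final, 50mM HEPES pH 7.8 with 0.5mM EDTA, 0.1 mg/ml BSA, 1mM TCEP and 0.01% Tween-20.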
TrxR1 substrate: is turned over as a substrate by rat TrxR1. O89049. purified TrxR1 substrate turnover, NADPH consumption readout. Potency, µM (top dose mostly 114 µM), without a hit: top-dose activity change, negative = substrate turnover. 0.01% of 390,000 active. AID 588456; also: potency is read from the fitted curve at half-maximal effect; % is scaled to controls: 0 for no effect and ±100 for the full control effect; nearly all actives have a fitted effect of over 50% in size
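Rat TrxR1, dispensed at 90 nM, was prereduced with 400 uM NADPH (final) for 5 min at ~22 deg C, then incubated with compound 15 min before 400 uM selenite. A first-read NADPH fluorescence drop versus no-compound background flagged substrates.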
D2 ag: D2 dopamine receptor (human) agonism; HEK293 T-REx D2 cells, calcium flux agonist mode; 0.53% of 340,000 active; AID 485358; activation, % at 2 µM;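 active = activation over 3 SD above normal in the single-dose calcium agonist read, cut at about 30% in these data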; also: 0% is about no effect
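Tetracycline-induced HEK293 T-REx cells with force-coupled D2 receptor, plated overnight at 30 C, loaded with no-wash calcium dye. After a 10 s baseline, compound was pin-added and calcium flux read kinetically for 180 s; calcium rises flagged agonists.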
TRHR PAM: allosteric enhancers of human TRH receptor; TRHR cells, fluo-8 calcium fluorescence, EC20 TRH enhancement; enhancement, % at 2 µM; 0.66% of 360,000 active; AID 493056; in the data active = enhancement above about 30%; also: 0% is about no effect
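Enhancer read-out: after compound pinning and an initial kinetic agonist-mode read, an EC20 of TRH (10 nM final) was injected and fluo-8 calcium signal (Ex 480/Em 530) followed at 1 s/cycle for 100 cycles in TRHR-expressing cells.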
TRHR agonist: agonists of human TRH receptor | P34981 | TRHR cells, calcium flux fluo-8, FDSS agonist mode | activation, % at 2 µM | 0.18% of 360,000 active | AID 493084; in the data active = activation above about 30%; also: 0% is about no effect
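TRHR-expressing cells, plated overnight in medium with 10% serum, were loaded with fluo-8 calcium dye at room temperature. After a 10 s baseline, library compound was pin-added and calcium release was recorded kinetically (ex 480/em 530) as agonist response.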
mIDH1 inhibitor: inhibitors of human mutant IDH1 R132H | O75874 | IDH1-R132H enzyme, NADPH consumption, diaphorase/resazurin fluorescence | Potency, µM (series often up to 76.6 µM), inactives show at the top dose activity change, negative = inhibition, actives largely listed as inhibitors | 0.093% of 390,000 active | AID 602179; also: potency is read from the fitted curve at half-maximal effect; % is scaled to controls: 0 for no effect and ±100 for the full control effect; nearly all actives have a fitted effect of over 65% in size
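IDH1-R132H (0.5 ug/mL dispensed) in pH 7.5 Tris buffer was preincubated 30 min with compound, then given a substrate mix of 0.016 mM NADPH and 2 mM alpha-KG for 80 min at room temperature; remaining NADPH was read by diaphorase/resazurin fluorescence.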
PI4K2A block: inhibitors of human PI4K2A; Q9BTU6; purified PI4K2A, ADP-Glo luminescence, 1 h; active compounds read low; activity change, negative = inhibition, % at 76.9 µM; 0.13% of 420,000 active; AID 1346378; in the data active = activity change below about -50%; inconclusive = mostly about -30% to -49%;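 also: -100% = wells without enzyme as full effect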
Target sequence (Q9BTU6 whole entry, looked up): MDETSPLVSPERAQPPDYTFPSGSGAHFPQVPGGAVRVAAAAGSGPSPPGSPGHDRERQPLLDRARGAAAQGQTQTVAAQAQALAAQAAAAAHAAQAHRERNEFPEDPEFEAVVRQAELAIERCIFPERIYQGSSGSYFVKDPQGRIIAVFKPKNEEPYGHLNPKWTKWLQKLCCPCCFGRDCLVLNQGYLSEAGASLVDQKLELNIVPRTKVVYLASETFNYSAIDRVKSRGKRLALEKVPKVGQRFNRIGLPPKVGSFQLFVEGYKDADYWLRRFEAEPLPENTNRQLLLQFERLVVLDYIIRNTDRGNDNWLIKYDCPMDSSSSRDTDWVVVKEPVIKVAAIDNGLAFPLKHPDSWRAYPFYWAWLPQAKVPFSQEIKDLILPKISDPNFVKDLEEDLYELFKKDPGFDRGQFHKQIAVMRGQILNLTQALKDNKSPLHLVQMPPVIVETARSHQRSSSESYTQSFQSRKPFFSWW
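ADP-Glo luminescence measured ADP generated by PI4K2A enzyme (4 ug/mL before mixing) with 1.2 mM PI substrate (pre-mix) and 300 microM ATP (pre-mix). Tris pH7.5 buffer with MgCl2, Triton X-100; 1 h reaction at ambient temperature.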
D2 antag: D2 dopamine receptor (human) antagonism; HEK293 TREx D2 cells, calcium flux, dopamine EC80; 2% of 340,000 active; inhibition, % at 10 µM; in the data active = inhibition above about 30%; also: 0% is about no effect
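Antagonism is scored as inhibition of an EC80 dopamine-evoked calcium signal in a force-coupled, tetracycline-inducible HEK293 T-REx D2 line, with compound present 180 s before agonist.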
Active calls of the source: *; ? = inconclusive; . = no result given; [ ] = another dose, or the depositor's remark. Unless noted, calls follow the shape of the dose curve; as a rule, active = well fitted inhibition curve with a large enough effect; inconclusive = small, poorly fitted or top-dose-only effect; inactive = no such curve, though single readings can be large or run the other way.

SMILES	TrxR1 inh	USP1 inh	TrxR1 substrate	D2 ag	TRHR PAM	TRHR agonist	mIDH1 inhibitor	PI4K2A block	D2 antag
O=C(CCc1ccccc1)Nc1nnc(-c2cccs2)o1	29%	?	13%	0.0	3	0.0	0%	-2	-19
CC(C)OCCCn1c(SCc2ccccc2C#N)nc2c(sc3ccccc32)c1=O	7%[57.1 µM]	7%	-3%[57.1 µM]	.	-1	0.5	0%	-2	.
Cc1cc(C(=O)NC2CC(C)(C)Cc3c2cnn3-c2ccc(F)cc2)nn1C (stereo unspecified)	10%[57.1 µM]	-5%	6%[57.1 µM]	-0.9	-5	-0.2	5%	-2	12
O=C(NCCc1ccccn1)c1cccc(S(=O)(=O)N2CCc3ccccc32)c1	13%[57.1 µM]	-11%	-5%	1.3	2	-0.9	4%	-3	-3
COc1cccc(OC)c1OCCCCN1CCCCC1	18%	-18%	2%	0.0	2	0.4	3%	10	27
COc1cccc(S(=O)(=O)NCc2ccc(C(=O)Nc3ccc(C)cc3)cc2)c1	8%[57.1 µM]	-15%	-4%[57.1 µM]	0.5	7	-0.8	7%	0	7
Cc1ccc(-n2ncc(C(=O)Nc3ccc4c(c3)OCO4)c2C2CCN(C(=O)OC(C)(C)C)CC2)c(C)c1	10%	?	-8%	-1.1	-5	-1.6	11%	-17	.
COc1cccc(-n2c(CN3CCN(c4cccc(C)c4)C(C)C3)nc3ccc([N+](=O)[O-])cc3c2=O)c1 (stereo unspecified)	-25%	-4%	-4%	-0.3	-5	0.8	4%	-1	-2
Cc1cc(C)n(CCC(=O)N2c3ccccc3CC2C)n1 (stereo unspecified)	20%	-10%	0%	-1.6	-3	0.1	-2%	6	6
COc1ccc(C(=O)OCC(=O)c2ccc(F)cc2)cc1OC	-5%[57.1 µM]	-11%	0%[57.1 µM]	.	.	.	0%	-2	.
CCOC(=O)C(CC)Sc1nnc2cc(C)c3ccccc3n12 (stereo unspecified)	7%	-4%	7%	.	.	.	3%	-5	.
CC(=O)N/N=C/c1cc(C)n(-c2ccc(Br)cc2)c1C	-20%	-18%	-9%	0.3	3	-0.6	1%	4	5
CCN(c1ccccc1)S(=O)(=O)c1ccc(Cl)c(NC(=O)CSc2n[nH]c(N)n2)c1	-9%	-4%	-14%	-1.6	8	-0.6	1%	0	-1
COc1ccc(N2CCN(CCNC(=O)CCN3C(=O)COc4ccccc43)CC2)cc1	-6%	-15%	1%	-0.9	-4	-0.3	-5%	-2	6
O=C(Nc1ccccc1-c1ccccc1)c1cccs1	14%[57.1 µM]	-14%	9%[57.1 µM]	0.3	8	0.2	9%	-11	-10
COc1ccc(N2CCN(C(=O)CCS(=O)(=O)c3ccc(C)cc3)CC2)cc1	?	-3%	-11%	-0.5	3	0.4	4%	-1	-5
C=C(C)CSc1nnc(-c2cc(OC)c(OC)c(OC)c2)n1N	11%	-13%	0%	1.3	-4	1.0	6%	-1	6
COc1ccccc1NS(=O)(=O)c1ccc2[nH]c(=O)[nH]c2c1	7%[57.1 µM]	-28%	-11%	-1.0	7	-2.8	4%	2	6
COc1ccc(S(=O)(=O)n2nc(-c3ccco3)nc2NCc2ccc(C(C)C)cc2)cc1	7%	?	-3%	2.1	-6	1.5	-3%	-4	.
Cc1nnc(SC(C)C(=O)Nc2ccc3c(c2)OCCO3)s1 (stereo unspecified)	9%	-6%	6%	.	0	0.6	2%	-5	.
Cc1cccc(/C=C2/C(=O)/C(=C/c3ccccc3C)C3CCC2N3C)c1 (stereo unspecified)	-5%	-14%	-11%	0.6	-4	4.2	2%	-3	-18
c1ccc(N2CCN(C3CCSC3)CC2)cc1 (stereo unspecified)	13%	-18%	-2%	41*	-3	0.7	3%	-6	18
CCN(CCCNC(=O)C1CCC(=O)N1Cc1ccc(C)cc1)c1cccc(C)c1 (stereo unspecified)	0%	-19%	-7%	0.3	-1	1.0	0%	3	10
Cc1sc2ncnc(N3CCCCC3C)c2c1C (stereo unspecified)	5%[57.1 µM]	0%	-7%[57.1 µM]	-0.5	11	-0.1	6%	5	21
Cc1cc(O)c(C(C)C)cc1C1(c2cc(C(C)C)c(O)cc2C)OC(=O)c2ccccc21	29%	-23%	0%	2.0	12	0.3	16µM*	4	5
Further entries:
SMILES	TrxR1 inh	USP1 inh	TrxR1 substrate	D2 ag	TRHR PAM	TRHR agonist	mIDH1 inhibitor	PI4K2A block	D2 antag
CCOC(=O)C1CCN(C(=O)/C=C/c2cc(OC)c(OC)c(OC)c2)CC1	-12%	-15%	5%	.	-2	0.1	1%	0	.
O=Cc1ccc(Oc2ncccn2)cc1	7%[57.1 µM]	-8%	-3%[57.1 µM]	-0.2	-3	-0.2	-1%	8	14
CC(=O)NC(Cc1cccc(C)c1)C(=O)NC1CCN(S(=O)(=O)c2ccccc2)CC1 (stereo unspecified)	15%	-17%	2%	0.5	-1	0.8	0%	0	0
CC(NS(=O)(=O)c1ccc(F)cc1)C(c1cccs1)N1CCOCC1 (stereo unspecified)	18%[57.1 µM]	-9%	5%[57.1 µM]	.	7	-0.3	-8%	-1	.
CON(C)C(=O)C[C@@H]1C[C@H](OC(=O)c2ccc([N+](=O)[O-])cc2)CN1C(=O)OC(C)(C)C	11%	-15%	-3%	.	.	.	0%	-2	.
O=C(NC1CCCC1)C1(c2ccccc2)CCN(S(=O)(=O)c2ccccc2)CC1	12%[57.1 µM]	-5%	3%[57.1 µM]	0.6	-7	-0.6	-6%	9	-5
COc1ccc(CN2CCNC(=O)C2CC(=O)NC2CC(C)(C)CC(C)(C)C2)cc1OC (stereo unspecified)	-11%	-22%	3%	0.0	-4	0.4	2%	-3	3
CCCCCn1c(=O)[nH]c2cc(C(=O)NCc3ccc4c(c3)OCO4)ccc2c1=O	28%	-15%	13%	0.6	18	0.0	2%	3	-4
CCc1sc(Nc2ccc(C)cc2Br)nc1-c1cc2cccc(OC)c2oc1=O	16%[57.1 µM]	-21%	1%[57.1 µM]	0.5	6	0.0	49%[activator]	-2	.
O=C(Cn1c(=O)n(Cc2ccc(F)cc2)c(=O)c2sc3ccccc3c21)Nc1ccc(F)cc1F	14%[0.457 µM]	-24%	3%	0.1	-3	4.0	-11%	-5	.
CC(C)N(C(=O)[C@H]1C[C@H](CC(=O)NCCN2CCOCC2)C(=O)N2CCc3c([nH]c4cc(-c5ccco5)ccc34)[C@]12C)C(C)C	18%	-26%	40%[activator]	.	.	.	-10%	5	.
Cc1ccc(CC(=O)Nc2ccc(C(=O)N3CCCCC3)cc2)cc1	4%	-21%	4%	0.9	-1	0.3	-6%	1	2
CC1(C(=O)Nc2nccs2)Cc2ccccc2C(=O)O1 (stereo unspecified)	6%	-3%	8%	0.2	-2	-0.1	0%	9	-7
COc1cc(NC(=O)C2CCCN2S(=O)(=O)c2ccc3c(c2)CC(C)N3C(C)=O)cc(OC)c1 (stereo unspecified)	10%	-21%	2%	.	5	-0.5	6%	-4	.
CCCNC(=O)c1ccccc1NC(=O)c1ccc2c(=O)n3c(nc2c1)CCC3	15%	-12%	3%	-0.4	2	-0.1	4%	-4	2
Brc1ccc(-c2nc(-c3ccccc3)no2)o1	12%	-16%	7%	-2.6	13	0.2	2%	-6	9
Cc1cc(C)c(S(C)(=O)=O)c(Sc2ccc(Cl)cc2)n1	-1%	-5%	-11%	-0.1	9	-0.9	4%	4	-3
Cc1cccc(-n2c(C)cc(/C=C3\NC(=O)NC3=O)c2C)c1	7%[57.1 µM]	-6%	-7%[57.1 µM]	-0.7	8	-0.4	2%	1	9
Cn1cc(/C=C(\C#N)C(=O)Nc2cccc([N+](=O)[O-])c2)c2ccccc21	17%	-20%	-1%	-0.1	-2	1.3	1%	10	2
COc1ccc(CCC(=O)NCCS(=O)(=O)N2CCN(c3ccccc3F)CC2)cc1	22%	-9%	5%	-0.2	6	-0.2	0%	-2	5
C/C(=N\NC(N)=S)C1(C)CCCCC1	-13%	-19%	-2%	1.4	-1	0.0	-4%	-3	14
C[C@H](NC(=O)c1ccccc1)C(=O)OCC(=O)Nc1sccc1C(N)=O	1%	-13%	-6%	.	.	.	-11%	13	.
O=C(OCC(=O)N1CCN(c2ccccc2)CC1)c1ccc(Cl)cc1[N+](=O)[O-]	-5%	-14%	-12%	0.0	-2	-0.3	-1%	6	-15
COc1ccc2cnn(-c3ccc(OC(F)(F)F)cc3)c(=O)c2c1OC	12%	-14%	7%	0.6	11	-0.1	8%	4	-15
CCc1ccc(C(=O)c2cn(CC(=O)Nc3cccc(C)c3C)c3nc(C)ccc3c2=O)cc1	-1%[57.1 µM]	?	-6%[57.1 µM]	-0.3	3	-0.4	-14%	-2	.

Grouped by structure: the entries above with an aryl thioether with sulfur outside any ring
SMILES	TrxR1 inh	USP1 inh	TrxR1 substrate	D2 ag	TRHR PAM	TRHR agonist	mIDH1 inhibitor	PI4K2A block	D2 antag
CC(C)OCCCn1c(SCc2ccccc2C#N)nc2c(sc3ccccc32)c1=O	7%[57.1 µM]	7%	-3%[57.1 µM]	.	-1	0.5	0%	-2	.
CCOC(=O)C(CC)Sc1nnc2cc(C)c3ccccc3n12 (stereo unspecified)	7%	-4%	7%	.	.	.	3%	-5	.
CCN(c1ccccc1)S(=O)(=O)c1ccc(Cl)c(NC(=O)CSc2n[nH]c(N)n2)c1	-9%	-4%	-14%	-1.6	8	-0.6	1%	0	-1
C=C(C)CSc1nnc(-c2cc(OC)c(OC)c(OC)c2)n1N	11%	-13%	0%	1.3	-4	1.0	6%	-1	6
Cc1nnc(SC(C)C(=O)Nc2ccc3c(c2)OCCO3)s1 (stereo unspecified)	9%	-6%	6%	.	0	0.6	2%	-5	.
Cc1cc(C)c(S(C)(=O)=O)c(Sc2ccc(Cl)cc2)n1	-1%	-5%	-11%	-0.1	9	-0.9	4%	4	-3
